# Screening results (PubChem BioAssay)
# FAK blocker – inhibitors of human focal adhesion kinase; Q05397; 97,000 tested, 0.84% active; inhibition, %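 (tested at 7 µM)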; biochemical FAK kinase activity assay; in the data active = inhibition above about 19%;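 note: 0% = DMSO and 100% = reference compound high control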
# PLAP act – activators of human placental alkaline phosphatase; purified PLAP enzyme, luminescent substrate read-out; stronger effect = higher value; activation fold at 20 µM; 96,000 tested, 1.2% active; in the data active = activation fold above about 2
# MT1-MMP txn act – MT1-MMP promoter transcription activation. HT1080 MT1-MMP promoter luciferase reporter, luminescence, overnight; stronger effect = higher value. activation factor at 10 µM. 86,000 tested, 0.16% active;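 active = activation factor of at least 2 for MT1-MMP transcription at 10 µM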
# E coli WT exp – E. coli BW25113 growth inhibition, expanded screen. OD600 absorbance. growth inhibition, % at 100 µM. 98,000 tested, 0.15% active. AID 710;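 active = growth inhibition above about 50% at one test dose, limit read from the data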;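 note: growth measured after 20 h incubation at 37 °C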
# CD11b adhes inh – CD11b/CD18-fibrinogen binding inhibition; K562 CD11b/CD18 adhesion to fibrinogen, ATPlite luminescence; Mn2+ added to activate the integrin; 93,000 tested, 0.54% active; P05107+P11215; inhibition, % at 10 µM;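 active = primary inhibition of 50% or more at 10 µM, then 40% or more on retest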; note: some results filed as inactive read as strong as hits
# Target sequence (P05107 whole entry, looked up, other chains not shown): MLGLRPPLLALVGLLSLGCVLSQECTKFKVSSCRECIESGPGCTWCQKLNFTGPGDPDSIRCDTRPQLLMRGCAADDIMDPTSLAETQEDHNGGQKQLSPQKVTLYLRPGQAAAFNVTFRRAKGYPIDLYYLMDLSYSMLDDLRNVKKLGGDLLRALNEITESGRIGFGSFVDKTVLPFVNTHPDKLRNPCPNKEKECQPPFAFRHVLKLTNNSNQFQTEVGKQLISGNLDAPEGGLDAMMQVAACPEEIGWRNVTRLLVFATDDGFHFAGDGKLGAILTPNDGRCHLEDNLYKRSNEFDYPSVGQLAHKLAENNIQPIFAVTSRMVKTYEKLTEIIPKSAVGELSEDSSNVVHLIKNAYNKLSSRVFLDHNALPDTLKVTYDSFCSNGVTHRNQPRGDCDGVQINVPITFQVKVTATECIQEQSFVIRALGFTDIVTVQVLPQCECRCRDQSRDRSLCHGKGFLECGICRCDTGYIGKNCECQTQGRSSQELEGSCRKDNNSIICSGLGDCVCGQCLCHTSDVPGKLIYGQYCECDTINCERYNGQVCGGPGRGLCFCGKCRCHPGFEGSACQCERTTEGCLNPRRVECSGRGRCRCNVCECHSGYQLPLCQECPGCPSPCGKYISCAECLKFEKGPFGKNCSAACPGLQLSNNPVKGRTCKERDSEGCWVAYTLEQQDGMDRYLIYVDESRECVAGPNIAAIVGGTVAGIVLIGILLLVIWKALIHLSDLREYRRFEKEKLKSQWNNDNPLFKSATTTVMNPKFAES
# ERb SRC1 inh – blocks coactivator binding to human estrogen receptor beta; AID 633; TR-FRET ER-beta LBD / SRC1-Cy5 peptide binding; receptor agonist-loaded with 1 µM estradiol; Q92731; 86,000 tested, 1.3% active; inhibition, % at 25.6 µM;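 active = compounds whose percent inhibition of the receptor-coactivator binding signal exceeds about 50% in the single-dose screen, limit read from the data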;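 note: 0% = receptor plus peptide wells without compound and 100% = peptide-only wells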
# ERa SRC1 inh – blocks coactivator binding to human estrogen receptor alpha. P03372. TR-FRET ER-alpha LBD / SRC-1 peptide, estradiol-bound. inhibition, % at 25.6 µM. 86,000 tested, 1.7% active. AID 629; in the data active = inhibition above about 50%;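 note: 0% = receptor plus peptide control and 100% = peptide only without receptor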
# ERa coact pot – enhances coactivator binding to human estrogen receptor alpha; AID 639; coactivator binding (% of control), % at 25.6 µM; 86,000 tested, 1.3% active; TR-FRET ERalpha-LBD/SRC-Cy5 coactivator binding, 2 h; 100 = basal binding, no effect; in the data active = activity above about 200%;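 note: binding measured in presence of low estradiol as agonist stimulus; 0% = peptide alone without receptor and 100% = receptor with peptide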
# Mac1 fbg enh – enhancers of human CD11b/CD18 binding to fibrinogen; P05107+P11215; K562 CD11b/CD18 adhesion to fibrinogen, ATPlite luminescence; activation, % at 10 µM; 93,000 tested, 0.07% active;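 active = 10 µM primary screen giving 50% or more activity, confirmed by 40% or more on retest at that dose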; note: strong numbers were not always called active; reference of the scale not given here
# * = called active by the depositor; . = no result given; & = joins results of further samples; [ ] = remark or other dose.
SMILES,FAK blocker,PLAP act,MT1-MMP txn act,E coli WT exp,CD11b adhes inh,ERb SRC1 inh,ERa SRC1 inh,ERa coact pot,Mac1 fbg enh
CN(CC1CCCO1)S(=O)(=O)c1ccc(C(=O)Nc2nc(-c3ccccn3)cs2)cc1 (stereo unspecified),-4,1.6,.,8,-10,-5,-7,107,-4
CCC(=O)Nc1nc2c(s1)COc1ccccc1-2,-1,1,.,7,3,-14,-18[fluorescence artefact?],123[fluorescence artefact?],-6
Cc1ccc2c(c1)C(=O)CCN2,-1,1,1.1,-4,0,-6,-9,106[fluorescence artefact?],1
CC(C)CCNC(=O)Cn1c2c(c(-c3ccccc3Cl)cc1=O)CCC2,1,1.1,.,1,18,7,-1,95[fluorescence artefact?],1
COc1ccc(-c2noc(COc3ccc4ccccc4c3Br)n2)cc1OC,-3,1.3,0.9,-3,.,2[fluorescence artefact?],-7,114,.
CCOC(=O)c1sc(NC(=O)C(CC)Sc2nc3ccccc3[nH]2)nc1C (stereo unspecified),2,.,1.4,.,.,-3,6,116,.
COc1cccc(NC(=O)CSc2nnc(-c3ccoc3C)n2CC2CCCO2)c1 (stereo unspecified),-7,1,1.1,-1,.,-9,-7,100,.
Cc1ccc(S(=O)(=O)NCCC(=O)NCCN2CCCCCC2)cc1,.,1.3,1.2,-3,-1,.,.,.,1
CCc1nc(SCC(=O)N2CCc3ccccc32)c2oc3ccccc3c2n1,.,.,1.2,.,.,-2[fluorescence artefact?],21[fluorescence artefact?],147[fluorescence artefact?],.
CC1(C(=O)NC2CCCC2)CCC(=O)N1Cc1ccc2c(c1)OCO2 (stereo unspecified),6,1,1.2,-5,-5,-3,4,107,-7
COc1ccc(-c2c(C#N)c(SCC(=O)Nc3ccccc3)nc3c2CCCC3)cc1,0,.,1,.,.,28[fluorescence artefact?],14[fluorescence artefact?],147[fluorescence artefact?],.
Cc1sc(-n2c(C)cc(C=O)c2C)c(C(=O)O)c1C,-1,1.5,1,-4,-30,29[fluorescence artefact?],22[fluorescence artefact?],65,0
CCn1c(COc2ccc(C)cc2)nnc1SCc1nc2ccccc2[nH]1,-4,1.6,1.1,7,28,-15,1,86,-5
COc1ccc(CN2CCN(c3cccc(C)c3C)CC2)cc1OC,1,1.9,1.1,13,-19,-13,-17,106[fluorescence artefact?],3
N#Cc1nc(COc2ccc(F)cc2)oc1N1CCC(Cc2ccccc2)CC1,-1,0.9,1.1,-2,1,-13,-17,107,-6
CNc1nc(N)c(C(=O)C(C)(C)C)s1,6,1,1.2,7,-26,-2[fluorescence artefact?],-4,106,0
C=CCNc1nc(-c2ccc(Cl)cc2)cs1,2,1,1.1,12,.,-5,-2,101,.
CN1C(=O)c2oc3ccccc3c(=O)c2C1c1ccccn1 (stereo unspecified),3,0.9,1,2,-4,5,0,101,0
Nc1nc2ccc(C(=O)NC3CCCCC3)cc2s1,0,0.9,1.6,5,-10,-16[fluorescence artefact?],-13[fluorescence artefact?],111,-1
COc1cccc(Nc2cc(N3CCOCC3)c3nonc3c2[N+](=O)[O-])c1,0,1,.,-8,0,.,.,.,-2
CCOc1ccc(C2=Nn3c(nnc3-c3ccc(OC)cc3)SC2)cc1,4,1,1.2,-5,-6,-1[fluorescence artefact?],7[fluorescence artefact?],145[fluorescence artefact?],-6
O=C(N[C@@H](Cc1ccccc1)C(=O)O)c1cccnc1,-6,0.8,1,-8,-4,0,1,96,2
CCCS(=O)(=O)N1CCCC(C(=O)NCCCOC(C)C)C1 (stereo unspecified),-1,1,1.1,4,.,-8,-8,109[fluorescence artefact?],.
COC(=O)CN(c1cccc(C(C)=O)c1)S(C)(=O)=O,-2,0.9,1.1,-4,-16,4,4,115,0
CCc1nc2scc(-c3ccccc3)c2c(=O)n1N,3,0.9,1.2,4,-49,-6,-4,99,2
O=C(NCc1ccccc1)c1cnc(-c2ccccn2)nc1C(F)(F)F,-1,1.3,1.2,0,4,-4[fluorescence artefact?],15[fluorescence artefact?],114[fluorescence artefact?],-4
C1CCC(OCCN2CCN(CCOC3CCCCC3)CC2)CC1,2,1.6,1.4,6,-15,-7,0[fluorescence artefact?],124,-3
O=S(=O)(NCCSc1nnc(-c2ccco2)n1-c1ccccc1)c1ccccc1,-3,1.3,1,-5,-16,-3,-6,101,-1
Cc1ccccc1OCC(O)CN (stereo unspecified),-3,1,1.2,-8,-3,-2[fluorescence artefact?],3[fluorescence artefact?],127,-2
CCN(CCCNC(=O)CCn1c(=O)[nH]c2ccccc2c1=O)c1ccccc1,7,1,1.2,-3,-32,-9[fluorescence artefact?],6[fluorescence artefact?],112,1
Cc1ccc(S(=O)(=O)Cc2cccc(C(=O)N3CCOCC3)c2)cc1,-1,1.1,1.1,7,9,-1[fluorescence artefact?],7,102,4
CCCNS(=O)(=O)c1ccc(OCC(=O)Nc2ccc3c(c2)OCCO3)cc1,-1,0.9,1.2,7,10,-28,-3,116,-4
CCOC(=O)C(CC)Sc1nc(N)c(NC(=O)c2ccc(OC)c(OC)c2)c(=O)[nH]1 (stereo unspecified),-4,1.1,1.1,0,-53,-8,-10,108,-2
CC1Cc2ccccc2N1C(=O)CSc1nc2ccccc2o1 (stereo unspecified),14,0.7,1.4,8,-17,0[fluorescence artefact?],-8,111,0
CC1(C)CC(=O)C2=C(C1)N(Cc1ccccc1)C(=O)C2(NC(=O)C(C)(C)C)C(F)(F)F (stereo unspecified),-2,1.4,1.1,5,.,-11,18,117[fluorescence artefact?],.
CC1(C)Cc2c(sc3nn[nH]c(=O)c23)CO1,1,1.2,1.2,-6,-4,0[fluorescence artefact?],1,105[fluorescence artefact?],-3
O=C(Nc1ccccc1C(=O)Nc1ccc2c(c1)OCO2)c1cccs1,0,0.9,.,0,1,.,.,.,-4
CC1(C)Cc2c(sc3[nH]c(=S)n(Cc4ccco4)c(=O)c23)CO1,-3,1.3,1.1,-9,-2,-2,-22,126,6
CCOC(=O)C1=C(C)NC2=C(C(=O)C(C(=O)OCC)C(c3ccco3)C2)C1c1ccccn1 (stereo unspecified),1,1.6,1.1,0,2,-2,-11,101,0
CCOc1ccc(-c2nnc(SCc3nnc(-c4ccccc4)o3)n2-c2ccccc2F)cc1,4,1.1,1.5,-7,13,-9,-2,88[fluorescence artefact?],7
O=C(Nc1nc2ccc(S(=O)(=O)N3CCCCC3)cc2s1)C1CCCO1 (stereo unspecified),-1,1.1,1,12,8,4[fluorescence artefact?],17,98[fluorescence artefact?],2
O=C(O)C1CC=C(Cl)CC1C(=O)NCC1OCCc2ccccc21 (stereo unspecified),3,1.1,1.3,-4,-1,4,-1,93,3
CCN(CC)S(=O)(=O)c1ccc(C(=O)OC2CCCCC2CN(C)C)cc1 (stereo unspecified),2,1.5,1.1,-1,-4,-3,3[fluorescence artefact?],110,0
Cc1ccc(/C=C/C2=NN(Cc3ccccc3)C(=O)CC2)cc1,0,0.9,1.2,-2,-12,-6,9,109,0
O=C(Nc1ccc2c(c1)CCC2)c1cccc(S(=O)(=O)N2CCN(c3ccc(F)cc3)CC2)c1,-4,0.9,1.1,-10,-7,7[fluorescence artefact?],7,116[fluorescence artefact?],2
CCCCN(CCCC)C(=O)c1ccccc1NC(=O)CN1C(=O)c2ccccc2C1=O,-3,1.6,1.2,3,-19,2[fluorescence artefact?],2[fluorescence artefact?],104,2
N#Cc1c(NC(=O)CSc2ncn[nH]2)sc2c1CCCCC2,.,1.1,.,-12,27,5,-1,87,-7
O=C(CN1CCN(c2ccc(Cl)cc2)CC1)N1CCCC1,2,1.6,.,-5,2,.,.,.,-4
CCOC(=O)C1=C(N)OC2=C(C(=O)CCC2)C1c1ccccc1OCC (stereo unspecified),-1,1.2,1,0,-8,-5[fluorescence artefact?],-10[fluorescence artefact?],101,-3
O=C(COC(=O)c1ccc(Br)o1)NCc1cccs1,-1,0.8,.,9,-13,.,.,.,3
# Later entries:
SMILES,FAK blocker,PLAP act,MT1-MMP txn act,E coli WT exp,CD11b adhes inh,ERb SRC1 inh,ERa SRC1 inh,ERa coact pot,Mac1 fbg enh
Cc1sc2ncnc(SCc3ccco3)c2c1C,0,1,1.1,-10,-1,7[fluorescence artefact?],5,105,0
CCOc1ccc(N(CC(=O)NCc2ccc(OC)cc2)S(=O)(=O)c2c(C)noc2C)cc1,-2,0.8,1.3,-1,.,3,0,97,.
COC(=O)C1=C(C)NC2=C(C(=O)CCC2)C1c1ccccn1 (stereo unspecified),.,.,1.1,.,.,2[fluorescence artefact?],6[fluorescence artefact?],119[fluorescence artefact?],.
CC1(C)CCCN(C(=O)c2coc(=O)c(Br)c2)C1,46*,1.1,1.3,3,.,83*,90*[fluorescence artefact?],14[fluorescence artefact?],.
CCCSC1=C(C#N)C(c2ccccc2C)C(C(=O)OC)C(=O)N1 (stereo unspecified),.,1,1.1,-2,4,-3[fluorescence artefact?],3,68,1
COc1ccc(Cl)cc1NC(=O)CN(C)C1CCCCC1,1,0.8,.,6,-1,.,.,.,2
C[C@]12CCC(=O)C=C1CC[C@@H]1[C@@H]2[C@@H](O)C[C@@]2(C)[C@H]1CC[C@]2(O)C(=O)COC(=O)CCC(=O)O,.,.,1.2&1.2,.,.,0&38,-1&8,119&94,.
NC(=O)CSc1nnnn1-c1ccc(OC(F)(F)F)cc1,1,1,1.1,5,-9,0,-6,115,2
CCCCCn1c(=O)[nH]c2cc(C(=O)NCCc3ccc(OC)c(OC)c3)ccc2c1=O,0,1.2,1.1,2,12,10,48[fluorescence artefact?],76,3
O=P(c1ccc2c(c1)OCCO2)(N1CCOCC1)N1CCOCC1,2,1.2,1,0,-8,23,16,106,-5
Brc1ccccc1OCCCn1cnc2ccccc21,4,1,.,11,-16,-9,-4,88,0
Cn1nccc1C(=O)Nc1ccccc1C(=O)O,.,1.2,1.3,1,3,-4,-5,102,-3

# Copied from the entries so far (10 entries):
SMILES,FAK blocker,PLAP act,MT1-MMP txn act,E coli WT exp,CD11b adhes inh,ERb SRC1 inh,ERa SRC1 inh,ERa coact pot,Mac1 fbg enh
COC(=O)C1=C(C)NC2=C(C(=O)CCC2)C1c1ccccn1 (stereo unspecified),.,.,1.1,.,.,2[fluorescence artefact?],6[fluorescence artefact?],119[fluorescence artefact?],.
CC1(C)CCCN(C(=O)c2coc(=O)c(Br)c2)C1,46*,1.1,1.3,3,.,83*,90*[fluorescence artefact?],14[fluorescence artefact?],.
CCCSC1=C(C#N)C(c2ccccc2C)C(C(=O)OC)C(=O)N1 (stereo unspecified),.,1,1.1,-2,4,-3[fluorescence artefact?],3,68,1
COc1ccc(Cl)cc1NC(=O)CN(C)C1CCCCC1,1,0.8,.,6,-1,.,.,.,2
C[C@]12CCC(=O)C=C1CC[C@@H]1[C@@H]2[C@@H](O)C[C@@]2(C)[C@H]1CC[C@]2(O)C(=O)COC(=O)CCC(=O)O,.,.,1.2&1.2,.,.,0&38,-1&8,119&94,.
NC(=O)CSc1nnnn1-c1ccc(OC(F)(F)F)cc1,1,1,1.1,5,-9,0,-6,115,2
CCCCCn1c(=O)[nH]c2cc(C(=O)NCCc3ccc(OC)c(OC)c3)ccc2c1=O,0,1.2,1.1,2,12,10,48[fluorescence artefact?],76,3
O=P(c1ccc2c(c1)OCCO2)(N1CCOCC1)N1CCOCC1,2,1.2,1,0,-8,23,16,106,-5
Brc1ccccc1OCCCn1cnc2ccccc21,4,1,.,11,-16,-9,-4,88,0
Cn1nccc1C(=O)Nc1ccccc1C(=O)O,.,1.2,1.3,1,3,-4,-5,102,-3
